INS-1E GSIS act: GLuc luminescence reporter in INS-1E cells, primary screen for activators of glucose-dependent secretion of insulin | AID 743287, 2014 | activation, % at 16.6 µM | 370,000 tested, 0.61% active | INS-1E GLuc reporter insulin secretion, 2-3 h;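 active means lowest replicate activation of at least 40%, so every replicate reaches that level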;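 further: 0% = median of neutral control wells and 100% = median of IBMX positive control wells; some compounds called inactive have numbers as strong as hits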
F508del corr: F508del CFTR correction, initial screen, CFBE line, single point; 350,000 tested, 0.36% active; activity (quench increase), % at 7.58 µM; CFBE cells, YFP halide quenching; stimulated with forskolin plus potentiator P3; % fluorescence drop versus neutral controls; AID 720511, 2013;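 active means mean added fluorescence quench of at least 8% versus neutral control, with both replicates also reaching 8%; inconclusive means only one of the mean or replicate conditions met; inactive means mean below 8% and not both replicates reaching 8%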;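 further: cells transiently co-express mutant CFTR-F508del with the halide-sensitive YFP; corrector assay measuring rescue of mutant channel to the surface after 24 h compound exposure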
miR122 inh: miR-122 Renilla sensor signal increase in Huh7, primary screen, miR-122 inhibitor project, cell-based, single point, plate reader | AID 602342, 2012 | activation (reporter increase), % at 12.5 µM | Huh7 miR-122 Renilla luciferase sensor, 48 h; neutral wells = 0, positive control = 100 | 340,000 tested, 0.3% active;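 active means mean replicate activation score at least 90 and every replicate individually at or above 90; inconclusive means only one of the two criteria met; inactive means neither criterion met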;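 further: higher luciferase means less miR-122 activity so hits act as miR-122 inhibitors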
FN deposit inh: inhibitors of fibronectin matrix deposition, primary screen, AH1F cells, Alexa488-fibronectin fluorescence, plate reader; AH1F fibroblasts, overnight; inhibition, % at 12.6 µM; 350,000 tested, 0.086% active; AID 743247, 2014;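 active means mean inhibition across replicates of 30% or more, regardless of how many single replicates reach that level; inconclusive means mean under 30% yet at least half of replicates reach 30%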;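 further: positive control wells lacked labelled fibronectin entirely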
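Schedule: 1 h cell adhesion before compound, then overnight fibronectin incubation; test system: AH1F fibroblast monolayer depositing Alexa488-labelled fibronectin into matrix; quantity: 10000 AH1F cells per well; probe or stimulus: fluorescent fibronectin at 24 nM final; signal: fluorescence, ex 485 nm, em 525 nm; evaluation: percent inhibition as loss of matrix-bound fibronectin fluorescence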
EWS-Fli inh: EWS/Fli-driven NR0B1 reporter inhibitors, primary screen, A673 cells, NR0B1 luciferase, luminescence, MLPCN library; viability-normalised; inhibition, % at 12.6 µM; 350,000 tested, 0.67% active; AID 651661, 2012;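 active means mean inhibition of at least 50% after viability correction, with every replicate also passing that limit; inconclusive means mean reaches 50% but only one of two replicates passes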;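 further: firefly luciferase signal divided by Alamar Blue viability fluorescence both relative to DMSO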
PAX8 inh HTS: inhibitors of PAX8-driven TPO luciferase reporter, primary screen, RMG-I cells, single concentration | inhibition, % at 12.6 µM | SteadyGlo, 24 h | 360,000 tested, 1.2% active;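 active means mean replicate inhibition at least 60% with every replicate also reaching 60%; inconclusive means only one of the two criteria is met; inactive means mean below 60% and not all replicates reaching 60%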;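 further: luciferase light reporting Pax8 driven TPO promoter activity; plate controls were median of neutral control wells for no effect and mitoxantrone controls for full effect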
DENV2 CPE rescue: inhibitors of DENV2 cytopathic effect, primary screen, cell-based, plate reader, single concentration; DENV2-infected cells, cytopathic effect rescue; CPE inhibition, % at 9.99 µM; 350,000 tested, 1.7% active; in the data active means CPE inhibition above about 20%, passing the limit was not always enough; inconclusive means no clear call, values can overlap the other calls; tested in BHK-21 cells;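 further: 0% = median of neutral control wells and 100% = median of positive control wells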
Active calls of the source: *; ? = inconclusive; · = no result given; & = joins results of further samples; [ ] = dose if it differs, or a comment.

No.	SMILES	PAX8 inh HTS	FN deposit inh	F508del corr	miR122 inh	EWS-Fli inh	INS-1E GSIS act	DENV2 CPE rescue
1	Cc1oc2cc3oc(=O)c(CC(=O)O)c(C)c3cc2c1-c1ccccc1	-29.3	5.1	-2.9	-0.7	-2.4	16.5	15.5
2	CO[C@@H](CN(C)S(=O)(=O)c1ccc(Cl)cc1)[C@@H](C)CN([C@@H](C)CO)S(=O)(=O)c1cccc(Cl)c1	-1.7	13.5	3.0	·	-3.0	-31.2	16.9
3	Cc1c(CC(=O)NCCC(=O)O)c(=O)oc2cc3occ(-c4ccccc4)c3cc12	3.7	1.9	-0.8	-9.5	16.0	·	3.2
4	CCNC(=O)C[C@H]1CC[C@@H]2[C@H](COc3ccc(NC(=O)Nc4cccc(C)c4)cc3C(=O)N2C)O1	-2.3	-11.0	1.1	-6.1[16.7 µM]	-6.0	-3.2	11.8
5	COc1ccc(CCN2CC(C(=O)OCC(=O)NC(C)c3cccc(Cl)c3)CC2=O)cc1OC (stereo not given)	-2.6	-2.0	1.6	-6.8	0.2	26.9	10.8
6	Cc1cc(=O)c2c([nH]1)c(C)cc1[nH]c(C)c(C)c12	7.5	·	-1.4	-4.1	-14.0	-6.2	-4.2
7	COCCNC(=O)C[C@H]1C[C@@H]2c3cc(NS(=O)(=O)c4ccc(F)cc4)ccc3O[C@@H]2[C@@H](CO)O1	-1.1	-8.5	-2.7	2.0[16.7 µM]	-10.4	-2.0	-9.0
8	CC(C)c1nc2sc3c(c2c(=O)n1N)CC(C)(C)OC3	10.2	6.7	2.5	·	1.0	-1.1	-0.6
9	Cc1nc2ccc(NC(=O)COc3ccccc3C)cc2s1	-4.2	-8.4	-1.1	2.3	-1.3	7.0	3.2
10	C[C@@H]1CN([C@@H](C)CO)C(=O)c2cc(-c3ccc(F)cc3)cnc2O[C@H]1CN(C)C(=O)Nc1ccc(F)cc1	·	-9.5	-3.7	-2.2[16.7 µM]	8.1	-23.4	·
11	COc1ccc2c3c(n(C)c2c1)[C@@H](CO)N(C(=O)Nc1ccc(F)cc1)CC31CN(Cc2cccnc2)C1	·	·	0.2	·	10.8	-29.2	2.4
12	COc1ccc(NS(=O)(=O)c2ccc3[nH]c(=O)[nH]c3c2)cc1	14.4	0.0	1.7	-1.9	-8.4	-5.7	0.1
13	CN1[C@@H]2c3ccc(-c4ccncc4)c(=O)n3C[C@@H]2[C@@H](CO)[C@@H]1C(=O)NC1Cc2ccccc2C1	4.3	·	-2.5	4.4[16.7 µM]	2.1	-2.7	-12.9
14	O=C(CN1CCOCC1)NCC[C@@H]1CC[C@H](NC(=O)Nc2ccc(F)cc2)[C@@H](CO)O1	0.5	·	-1.6	·	1.0	28.5	-6.1
15	O=C(NCC(c1ccco1)N1CCCC1)c1sc2ccccc2c1Cl (stereo not given)	-1.5	-2.1	0.8	2.2	·	9.9	-3.7
16	CCCCC(C(=O)NC1CCCC1)N(C(=O)c1snc(C(N)=O)c1N)c1ccc(OCC)cc1 (stereo not given)	6.9	0.3	2.6	-3.3	27.9	-16.2	-3.3
17	C[C@@H]1CN([C@@H](C)CO)C(=O)c2cc(NC(=O)CCCCCC(=O)Nc3ccccc3N)ccc2O[C@@H]1CN(C)S(=O)(=O)c1ccc(Cl)cc1	37.8	·	-1.9	·	44.6	-34.0	-1.8
18	FC(F)(F)c1cccc(Cc2noc(CN3CCCC3)n2)c1	0.9	-0.4	-1.3	·	0.9	-15.5	-1.1
19	C[C@@H]1CN([C@@H](C)CO)C(=O)c2cc(NC(=O)Cc3ccccc3)ccc2O[C@@H]1CN(C)CC1CCCCC1	2.1	-1.1	0.6	2.5[16.7 µM]	7.5	-7.4	2.8
20	O=C(N/N=C/c1coc2ccccc2c1=O)c1cc(Br)ccc1O	-15.9	·	-1.2	·	·	14.8	-2.5
21	CCN(CC)CCNC(=O)c1cn(-c2ccccc2)nc1-c1cccs1	-2.8	-9.7	·	-1.4	·	·	·
22	C[C@H]1CN=C(N(C)C)N1CC1CCCCC1	-16.0	-13.6	2.4	0.6	0.4	10.2	-2.7
23	c1ccc2[nH]c(-c3ccncc3)nc2c1	-24.3	-2.1	0.8	·	-12.2	-32.8	4.5
24	CCOc1ccccc1C(=O)NCC(=O)NCc1ccc(S(=O)(=O)N2CCOCC2)cc1	-5.7	-2.2	1.6	-1.6	-3.4	·	10.8
25	O=C1NCCCC1C(=O)N/N=C/c1ccc(Cl)cc1 (stereo not given)	-6.1	-9.4	-0.3	·	-0.5	-6.7	4.7
26	CCOc1ccc(NC(=O)C2CCCN(C(=O)NCc3ccccc3)C2)cc1 (stereo not given)	6.9	-3.3	·	-0.4	·	·	·
27	CCCCN(c1ccccc1)S(=O)(=O)c1cccc(C(=O)O)c1	1.2	·	-0.3	1.6	-0.5	-8.6	2.4
28	CC(C)NC(=O)N(C)C[C@H]1Oc2c(NC(=O)Nc3ccc4c(c3)OCO4)cccc2C(=O)N([C@@H](C)CO)C[C@@H]1C	3.9	·	-0.4	-6.4[16.7 µM]	-5.6	2.9	2.2
29	Cc1ccc(NC(=S)N(CCN(C)C)C(C)c2ccco2)cc1C (stereo not given)	-3.2	·	·	-3.9	-20.8	17.6	·
30	O=C(NC1CCCCC1)c1cc([N+](=O)[O-])ccc1N1CCOCC1	·	0.3	·	7.4	·	1.5	·

Given field by field: entries from further up
6) Cc1cc(=O)c2c([nH]1)c(C)cc1[nH]c(C)c(C)c12
  PAX8 inh HTS: 7.5 | FN deposit inh: · | F508del corr: -1.4 | miR122 inh: -4.1 | EWS-Fli inh: -14.0 | INS-1E GSIS act: -6.2 | DENV2 CPE rescue: -4.2
9) Cc1nc2ccc(NC(=O)COc3ccccc3C)cc2s1
  PAX8 inh HTS: -4.2 | FN deposit inh: -8.4 | F508del corr: -1.1 | miR122 inh: 2.3 | EWS-Fli inh: -1.3 | INS-1E GSIS act: 7.0 | DENV2 CPE rescue: 3.2

Later entries:
No.	SMILES	PAX8 inh HTS	FN deposit inh	F508del corr	miR122 inh	EWS-Fli inh	INS-1E GSIS act	DENV2 CPE rescue
31	COc1ccc(C(=O)NC(C)Cn2nc(C)cc2C)cc1OC1CCN(C(C)=O)CC1 (stereo not given)	-2.7	2.1	1.0	-6.6	-3.1	19.1	4.1
32	O=C(Nc1ccccc1)N1c2ccccc2SC1c1ccco1 (stereo not given)	-4.5	4.5	-0.2	·	-15.3	-25.1	-2.9
33	CC1(C)C2([N+](=O)[O-])CN3CC1([N+](=O)[O-])CN(C2)C3c1ccc(O)c(O)c1 (stereo not given)	20.6	5.3	1.9	·	10.6	15.0	0.2
34	Cc1nn(-c2ccccc2)c(C)c1C(=O)OCC(=O)N1CC(=O)Nc2ccccc21	-0.7	-0.6	·	-23.4	·	7.7	·
35	O=C(C1CCC1)N1CC2(C1)[C@H](c1ccccc1)[C@H](CO)N2Cc1cncnc1	·	-9.6	0.0	·	-5.3	-7.6	1.7
36	CCOCCCNC(=O)/C(C#N)=C/c1ccccc1F	7.1	-1.3	-1.8	-0.9	9.6	-12.1	-1.1
37	CN1CCC(N(C)C(=O)c2cc(S(=O)(=O)N3CCOCC3)ccc2Cl)CC1	-3.9	-15.2	-6.7	47.6	-4.0	·	1.5
38	CC1CC(=O)NC(=O)N1Cc1ccccc1 (stereo not given)	12.4	·	-0.4	-7.9	-0.2	·	6.3
39	COc1ccccc1C(=O)Nc1ccc(OCC(=O)N2CCCCC2)cc1	-8.3	28.8	-1.5	·	-22.4	5.8	-2.8
40	Cc1ccc(C(=O)c2cc3c(cc2N)OCCO3)cc1	-16.1	2.3	2.7	0.4	-11.2	32.3	15.2
41	COc1ccc(C(=O)N2CCCC(O)C2)cc1OC1CCN(C(C)C)CC1 (stereo not given)	·	6.2	-1.5	-8.6	-4.2	-10.0	17.7
42	Cc1cc(Cl)ccc1NC(=O)CCN1C(=O)C2CCCCC2C1=O (stereo not given)	-15.8	-6.3	2.0	·	-9.9	-4.4	-3.8
43	Cc1ccc(S(=O)(=O)CCNC(=O)Cc2ccc(Cl)cc2)cc1	34.4	-3.0	0.0	·	2.7	17.3	9.3
44	NC(=S)NNC(=S)Nc1ccccc1	-2.9	0.0	0.6	·	-8.8	10.2	-5.4
45	Cc1cc(N2CCN(C(=O)OC(C)(C)C)C[C@H]2C)ccc1N1C[C@@H](C)O[C@@H](C)C1	30.4	3.7	-0.5	·	14.3	·	-7.5
46	C[C@H](CO)N1C[C@H](C)[C@H](CN(C)Cc2ccncc2)OCc2ccccc2-c2ccccc2C1=O	6.0	2.7	4.2	·	-1.5	-10.9	-2.9
47	CO[C@@H]1CN(C)C(=O)c2cc(NC(C)=O)ccc2OC[C@@H](C)N(S(C)(=O)=O)C[C@@H]1C	-2.8	-4.4	3.0	·	0.9	4.3	10.4
48	NCCc1ccc(O)c(O)c1	3.8	-1.6&-0.8	-3.2	1.1	1.7	·	?
49	COc1ccc(C(=O)N2CCCC(C(=O)N3CCN(c4ccccc4)CC3)C2)cc1 (stereo not given)	-0.5	2.5	-2.1	-1.8	-4.8	·	-2.9
50	CCN(CC)C(=O)C1CC(=O)OC12CCCCC2 (stereo not given)	-2.9	-1.7	·	-14.2	·	·	·
51	Cc1nn2c(c1-c1ccc(Cl)cc1)N=C(c1ccco1)CC2c1ccccc1 (stereo not given)	·	·	0.6	-0.6	23.4	-0.8	·
52	O=C(COc1ccc(Br)cc1Cl)Nn1cnnc1	-5.4	0.1	-1.8	·	5.3	10.7	-7.8
53	CO[C@@H]1CN(C)C(=O)c2cc(NC(=O)c3cnccn3)ccc2OC[C@@H](C)NC[C@@H]1C	·	-3.3	0.8	-5.1[16.7 µM]	0.2	3.6	-2.1
54	Cc1ccnc(NS(=O)(=O)c2ccc(NC(=O)COc3ccccc3)cc2)n1	12.2	-5.8	-3.9	·	2.2	-4.3	17.6
55	COc1ccc(C)cc1S(=O)(=O)N(C)CC(=O)N1CCCC1	2.1	1.2	-1.3	1.6	6.3	-1.6	0.7
56	CCOC(=O)C1=C(C)N=c2s/c(=C\c3ccc(OCC(=O)O)cc3)c(=O)n2C1c1ccccc1 (stereo not given)	11.5	4.5	1.7	·	-1.9	-19.6	-2.8
57	COc1ccccc1C#Cc1ccc([C@H]2[C@@H](CO)N3CCCCN(S(C)(=O)=O)C[C@H]23)cc1	7.1	·	1.9	-0.9[16.7 µM]	-4.7	-15.4	-22.0
58	COc1ccc(N2CCN(C(=O)C3CCN(S(=O)(=O)c4ccc(C)cc4)CC3)CC2)cc1	17.8	3.6	-0.7	5.9	2.9	-7.2	8.6
59	CCCC(c1nnnn1CCOC)N1CCN(c2nc3ccccc3s2)CC1 (stereo not given)	14.0	7.6	2.5	-2.1	3.6	-13.2	-1.4

High-throughput results from PubChem BioAssay.

Not a hit list (roughly 3.9% active in at least one column).
